Bioassay records deposited in PubChem by several laboratories.
m-calpain inh = calpain II (pig) inhibition; purified calpain II, fluorogenic peptide substrate, 30 min; inhibition, % at 16 µM; 0.37% of 220,000 active; AID 1236;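 active = inhibition above about 50%, limit read from the data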
Rad51 HR inh = Rad51 (human) homologous recombination inhibition. hRad51 DNA strand exchange, fluorescence dequenching. inhibition, % at 10 µM. 0.085% of 200,000 active;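 active = inhibition above 40% at the single screening dose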;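 also: 0% = DMSO control wells and 100% = blanks with heterologous ssDNA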
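System: hRad51 filaments on single-stranded DNA; reagent: Fluorescein- and BHQ1-tagged 47-mer duplex; compound dosing: one concentration, 10 µM final; timing: filaments 15 min 37 °C, then compound 30 min; measured by: fluorescein emission 520 nm, excitation 485 nm; benchmarks: per-plate controls and blanks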
PERK inh = inhibitors of human PERK kinase. 0.17% of 220,000 active. inhibition, % at 5.6 µM. Q9NZJ5. CHO PERK-DD fusion, SEAP luminescence translation reporter. AID 1416;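 active = inhibition above the mean inhibition of all tested compounds plus 3 SD, set separately per screening campaign, cut at about 2.9% in these data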;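 also: PERK kinase domain activated by AP20187 dimerizer at 100 nM; 0% = DMSO with dimerizer and 100% = rapamycin at 8.4 µM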
eIF4E-4G inh = inhibitors of eIF4E and eIF4G interaction in translation initiation. inhibition, % at 21.7 µM. AID 782. 0.37% of 220,000 active. TR-FRET eIF4E-eIF4GI(517-606) binding, 2 h;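 active = inhibition above about 30%, limit read from the data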;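 also: 0% = full FRET control wells and 100% = background wells lacking eIF4GI fragment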
MDM2 E3 inh = blocks human Mdm2 ubiquitin ligase activity; cell-based MDM2 ubiquitination luciferase reporter, 2 h; 0 = plate control, 100 = twice control, blank-subtracted; signal enhancement, % at 5 µM; 0.11% of 210,000 active; AID 1230;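 active = signal enhancement of 30% or more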;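 also: luminescence tracks abundance of the self-degrading MDM2-luciferase fusion protein; higher signal means inhibition of MDM2 E3 ligase activity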
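Material: Stable MDM2–luciferase fusion reporter cells | Amount: 2000 cells seeded into each well | Dosing: One concentration, 5 µM, with 0.2% DMSO | Incubation: 4 h cell settling then 2 h compound exposure, 37 °C | Measured by: Luciferase luminescence | Read-out basis: % enhancement relative to plate controls after blank subtraction | Benchmarks: Control and blank well means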
EBV gp42 block = inhibitors of Epstein-Barr virus glycoprotein 42 | Q1HVG2 | Fluorescence polarization binding assay, mP read-out | inhibition, % (tested at 21.74 µM) | 0.42% of 220,000 active | AID 1085; in the data active = inhibition above about 50%
TNF death inh = inhibitors of TNF-alpha induced necroptosis in Jurkat FADD-/- cells | activation (protection from cell death), % at 10 µM | 0.068% of 220,000 active | Jurkat FADD-/- TNF necroptosis rescue, ATP luminescence, 24 h; 0 = TNF only, 100 = no-TNF cells;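 active = activation, meaning protection from cell death, of at least 50% relative to plate controls; inactive = activation below 50%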;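 also: necroptosis triggered by 40 ng/mL TNF-alpha added together with compound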
L929 necroptosis = L929 zVAD cell death inhibition. L929 zVAD necroptosis rescue, ATP luminescence, 24 h; with zVAD 60 µM. viability rescue, % at 10 µM. 0.38% of 220,000 active;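 active = activation, scaled between plate controls, above about 75%, limit read from the data; inactive = activation under that limit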;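 also: 0% = zVAD with DMSO and 100% = DMSO alone without zVAD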
KCC2 mod = KCC2 (human) Cl- transport modulation; Q9H2X9; KCC2 cells, thallium flux FluoZin-2 fluorescence; AID 1456; B-score of Tl+ flux slope (higher = more flux/activation; lower = inhibition) at 10 µM; 2.2% of 190,000 active;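 active = thallium flux slope and its plate-corrected score both differing from the plate sample mean at a set confidence after two filtering rounds, in either direction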;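 also: slope of fluorescence scaled to starting intensity during 10 to 20 s after thallium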
* marks the source's active call; other numbers are inactive results; nt = not tested or not shown; & = joins results of further samples; ! = not active in a repeat; [ ] = another dose, or the depositor's remark.

compound	m-calpain inh	Rad51 HR inh	PERK inh	eIF4E-4G inh	MDM2 E3 inh	EBV gp42 block	TNF death inh	L929 necroptosis	KCC2 mod
COc1ccc(OCC(=O)Nc2ccccc2C(=O)N2CCOCC2)cc1	-16	3	0.1	0	-1	7	0.0	1.4	0.14
Cc1noc(C(=O)Nc2ccccc2C(F)(F)F)c1Cl	24	-7	1.1	-27	nt	11	1.4	1.9	-0.54
C=C(C)CNC(=S)NNC(=O)c1cc(C)oc1C	-7	9	0.9	-4	4	-17	1.2	0.2	1.3
COc1ccc(OC)c(S(=O)(=O)NC(N)=NCCc2ccccc2OC)c1	8	1	1.2	4	18	-18	2.9	5.2	-0.15
CC(=O)C1C(c2ccccc2)c2c(n[nH]c2C)CC1(C)O (centres undefined)	11	12	1.1	-3	nt	-8	-1.5	0.9	0.012
CC(=O)Nc1ccc(SCC(=O)N(C)C2CCS(=O)(=O)C2)cc1 (centres undefined)	34	10	1.5	1	13	-3	0.9	2.6	1.6
O=C(CSc1cccc2cccnc12)Nc1ccc(S(=O)(=O)N2CCOCC2)cc1	-77	12	-1.8	0	-14	-9	-2.0	-0.6	9.6*
CCOC(=O)c1ccc(NC(=S)N(CCCN2CCN(CC)CC2)Cc2ccco2)cc1	16	-9	0.1	-1	-4	2	1.4	-0.5	0.45
Cc1ccc(OCCCCN2CCCC(C)C2)c([N+](=O)[O-])c1 (centres undefined)	3	1	-0.3	3	-14	2	0.0	-0.7	0.15
CC(=O)N1C(=O)N(C(C)=O)C2C1N(C(C)=O)C(=O)N2C(C)=O (centres undefined)	-15	1	-0.8	1	-8	-20	0.6	2.3	nt

Single records (already shown). Order of screens: m-calpain inh	Rad51 HR inh	PERK inh	eIF4E-4G inh	MDM2 E3 inh	EBV gp42 block	TNF death inh	L929 necroptosis	KCC2 mod
Entry for Cc1ccc(OCCCCN2CCCC(C)C2)c([N+](=O)[O-])c1 (centres undefined) = 3	1	-0.3	3	-14	2	0.0	-0.7	0.15
Entry for COc1ccc(OC)c(S(=O)(=O)NC(N)=NCCc2ccccc2OC)c1 = 8	1	1.2	4	18	-18	2.9	5.2	-0.15

(next part)
compound	m-calpain inh	Rad51 HR inh	PERK inh	eIF4E-4G inh	MDM2 E3 inh	EBV gp42 block	TNF death inh	L929 necroptosis	KCC2 mod
CC(C)COc1ccc(C(=O)N/C(=C\c2cccc([N+](=O)[O-])c2)C(=O)OC(C)C)cc1	4	6	-0.5	-1[fluorescence artefact?]	-7	-12	5.4	0.0	1
CCC1(C)SC(NC(C)=O)=NN1C(C)=O (centres undefined)	27	-9	0.6	3	3	-1	-1.3	-2.2	-1.2
Fc1ccccc1CCNc1nnnn1-c1ccccc1	-9	7	1.8	-6	-14	-15	1.1	-0.7	0.064
COc1ccccc1CNCC(=O)N1CC(=O)Nc2ccccc21	12	2	0.8	2	-9	8	0.2	2.4	-1.3
C/C(=N/NC(=O)Cc1cccn1C)c1ccccc1	-3	7	0.8	12	-6	-2	-0.4	0.5	0.81
CCOc1ccc(C(=O)Nc2cc(S(=O)(=O)Nc3ccccc3Cl)ccc2N2CCOCC2)cc1	-38	-3	-0.1	-9	-11	0	1.1	0.2	-1.2
Cc1cc(/C=N/NC(=O)c2ccncc2)c(C)n1-c1ccccc1	26	12	0.1	6	14	2	-3.3	nt	-1.4
CCOc1cc(C(=S)N2CCCCC2)ccc1OCC(=O)NCc1ccccc1	27	-4	-0.6	6[fluorescence artefact?]	-10	-4	2.4	0.4	nt
CCOC(=O)C1CCCN(C(=O)CC(c2ccccc2)c2ccccc2)C1 (centres undefined)	-3	-3	-1.4	4	-9	-14	-0.5	-0.2	0.00046
COc1ccc(-c2nc(C#N)c(NCCCN3CCOCC3)o2)cc1	-495	nt	0.2	-2	3	8	-2.0	2.0	-0.74
CCOc1ccc(NC(=O)Nc2cc(-c3ccccc3)sc2C(=O)OC)cc1	-24	-4	1.1	-4	-10	5	1.5	0.2	0.0044
Cc1ccc2c(c1C)NC(C(=O)O)C1CC=CC21 (centres undefined)	-58&12	-12	nt	61*!	1	87*!	nt	nt	nt
COc1ccc(C(C)=O)cc1CSc1nc2nc(C)cc(C)n2n1	-6	1	-1.0	0	-9	-14	-1.9	1.2	-0.91
CCN(CCCn1c(SCC#N)nc2ccccc2c1=O)c1ccccc1	12	1	0.1	-1	-12	-22	-0.1	-0.5	-2
Nc1ncnc2nc(SCCN3CCCCC3)[nH]c12	6	nt	-1.0	5	-9	-2	0.1	0.0	0.99
CCCCC1=CC2=C(c3ccco3)C(=O)C(C)(OC(=O)c3ccc(OC)cc3)C(=O)C2=CN1CC1CC1 (centres undefined)	-90	-5	nt	-6	10	20	-7.8	0.3	-0.77
Cc1ccc(CSc2nnc(C)c(=O)[nH]2)cc1	8	0	1.1	2	-8	-14	0.3	1.1	0.26
CN(C)c1nc(Cl)nc(N(C#N)CCOc2ccccc2)n1	-35	17	1.1	-2	-9	2	-2.5	-2.0	-2.9
CC(SC1=NCCS1)C(=O)Nc1nnc(-c2ccc(Br)cc2)s1 (centres undefined)	-41	5	0.3	1[fluorescence artefact?]	-14	-7	2.2	18	nt
Cn1c(C(=O)N2CCN(C(=O)c3ccco3)CC2)cc2c(=O)n(C)c3ccccc3c21	-14	4	0.1	2[fluorescence artefact?]	-10	-13	2.2	0.0	-0.43
O=C(Nc1ccccc1)c1ccc2c(c1)OCCO2	-14	-4	0.5	4	-30	-16	-2.9	0.2	0.84
CN(c1ccccc1)c1nc(-n2ccnc2)nc(-n2ccnc2)n1	1	nt	-0.1	-2	3	-21	-8.5	-0.1	-1.8
CC(C)CCNC(=O)Cn1c(NCCC(C)C)nc2c1c(=O)n(C)c(=O)n2C	nt	-14	0.3	nt	nt	nt	-0.4	1.1	0.94
CC(=O)Nc1c(-c2ccccc2)nc2ncccn12	-472	6	1.6	33*	-6	-24	0.1	0.4	-0.53
CC(C)[C@H](NC(=O)c1ccccc1)C(=O)OCC(=O)N1CC(=O)Nc2ccccc21	-1	12	0.3	4	13	-5	1.3	-0.2	0.25
CC(C)(C)c1ccc(-c2nc(C#N)c(NCCCn3ccnc3)o2)cc1	-99	nt	-0.9	5	-9	12	-2.1	15	0.68
COc1ccc(CNCC(=O)Nc2ccccc2-n2cccc2)cc1	-17	2	-0.3	2	-2	-2	-7.6	1.6	-0.45
O=C(COC(=O)c1cc(-c2ccccc2)nc2ccccc12)Nc1ccc2c(c1)OCO2	-23	-19	0.4	-4	-2	-13	0.2	-0.7	0.7
CC(C)C(=O)N1N=C(c2ccc(NS(C)(=O)=O)cc2)CC1c1cccs1 (centres undefined)	-497	15	-0.7	-9[fluorescence artefact?]	2	-16	1.1	-0.3	-0.99
CCOC(=O)c1cnn(CCOC(=O)c2cccs2)c1NC(=O)c1cccs1	15	0	-0.4	4[fluorescence artefact?]	-2	1	0.2	-0.7	nt
CCOc1ccc(C(=O)/C=C/c2ccc(OC)c(OC)c2)cc1	3	-1	1.6	-3	7	-6	-2.6	1.5	-0.38
C=C(C)Cn1c(C2CC(=O)N(c3ccccc3F)C2)nc2ccccc21 (centres undefined)	9	4	-1.1	-2	nt	0	-0.5	nt	-0.36
Cc1cc(=O)[nH]c(SCC(=O)N2CCCCCC2)n1	-8	0	0.4	5[fluorescence artefact?]	-13	-21	0.6	-1.6	-0.46
Cc1onc(-c2c(Cl)cccc2Cl)c1/C(N)=N/OC(=O)C(C)(C)C	2	1	0.6	-1	-2	-17	1.3	-0.5	nt
CN(C)c1cccc(C(=O)N/N=C/c2ccsc2)c1	7	nt	-0.8	1[fluorescence artefact?]	-24	-11	-1.7	nt	1.1
CC1(C)CC(c2nc(-c3ccc(Br)cc3)cs2)CCS1 (centres undefined)	-21	-2	0.7	5	-11	-7	1.8	4.5	-0.15
C#CCn1c(=NC(=O)CN2C(=O)CCC2=O)sc2cccc(OC)c21	4	nt	-0.2	-3	-15	-2	0.9	0.9	-0.49
CCC(C(=O)Nc1ccc(C(C)C)cc1)c1ccccc1 (centres undefined)	14	3	0.2	3	-4	-7	0.4	0.7	nt
COc1ccc(Cl)cc1S(=O)(=O)N1CCN(Cc2ccc3c(c2)OCO3)CC1	-44	6	-0.5	-11	-15	-14	0.3	-0.2	-0.78
CCOc1cc(/C=N\NC(=O)C2C(=O)NCC2c2ccccc2)ccc1OC (centres undefined)	25	2	0.7	2	4	-22	1.0	0.5	0.046
CCOc1ccc(-c2cnc(N)n2C)cc1	-4	-4	0.0	4	-3	-1	0.8	0.6	0.14
O=C(/C=C/Nc1ccc(Oc2ccccc2Cl)cc1)c1ccco1	-4	-4	0.3	-2	-18	5	-4.1	4.2	0.75
O=[N+]([O-])c1ccccc1NCc1c(O)ccc2ccccc12	14	2	1.8	0	nt	5	-6.2	0.5	-0.047
Cc1cccc(OCC(=O)NCC2CCCO2)c1C (centres undefined)	-11	-3	0.1	-2	0	-7	0.2	2.1	0.3
COc1cccc(N2CCN(C(=O)c3ccc4nc(N5CCCCC5)sc4c3)CC2)c1	-7	-4	-0.5	-1	2	-15	-2.0	3.5	-0.12
COc1ccc(C(=O)O/N=C/c2c(C(F)(F)F)nn(C)c2SCc2ccccc2Cl)cc1	32	-42	-0.4	-2	-15	8	-17	27	-0.36
O=C(c1cc2ccccc2oc1=O)N1CCN(CCc2ccccc2)CC1	-15	1	-1.2	4	-20	9	1.3	0.7	-0.46
COC(=O)c1oc2ccc(Br)cc2c1NC(=O)c1ccccc1	10	-16	1.3	-15	-25	6	-5.5	-0.3	-0.42
COc1cc(C)nc(OCCNC(=O)COc2ccc(Cl)cc2Cl)n1	-16	-1	-0.8	-2	1	-12	-1.9	0.3	nt
COc1cccc2cc(-c3nnc(-c4ccccc4)o3)c(=O)oc12	8	1	0.8	1	-42	-8	1.1	1.6	-0.34

The listing continues.
compound	m-calpain inh	Rad51 HR inh	PERK inh	eIF4E-4G inh	MDM2 E3 inh	EBV gp42 block	TNF death inh	L929 necroptosis	KCC2 mod
Cc1nc2scc(-c3cccs3)c2c(=O)n1-n1cccc1	-4	-5	-0.5	-1	-4	-15	1.1	14	nt
O=c1oc(Nc2ccccc2F)nc2ccccc12	-20	1	0.6	-5	-3	6	-5.1	-0.1	nt
CC(=O)c1ccc(OCCCC(=O)N2CCN(S(=O)(=O)c3cccs3)CC2)cc1	2	0	-0.3	1	-1	-20	-1.0	-0.5	0.66
CCN1CCN(C(CC(C)C)c2nnnn2CS(=O)(=O)c2ccc(C)cc2)CC1 (centres undefined)	-19	7	-0.5	-2	-2	-9	2.2	-0.1	0.02
CCOC(=O)c1cc2cc([N+](=O)[O-])cc(OC)c2oc1=O	-17	-6	-0.1	6	-8	3	-1.0	-1.0	-1.8
O=C(N/N=C/C=C/c1ccc([N+](=O)[O-])cc1)C1COc2ccccc2O1 (centres undefined)	16	2	0.8	-1	-14	-16	5.6	1.5	-1.7
Cc1cccc(-c2noc(CCCC(=O)Nc3cccnc3)n2)c1	5	nt	0.9	-5	-14	-19	-1.0	0.0	-5.1*
Cc1ccc(OCCC(=O)O)cc1	-14	19	2.0	6	-10	-10	1.7	1.6	0.5
